KOR beta-arrestin-1: KOR antagonists, beta-arrestin recruitment, cell-based, luminescence, uHTS (AID 1778). inhibition, % at 10 µM, or IC50 in µM where a hit was titrated. KOR beta-arrestin recruitment, luminescence, antagonist mode; higher % means a stronger effect. actives 0.091% (n = 290,000); in the data active means inhibition above about 50%; further: strong numbers were not always called active
NOD1 inhibition: NOD1 signaling inhibitors, primary screen, cell-based, luminescence, uHTS (AID 1578). one-dose inhibition, % at 4 µM; EC50 in µM for titrated hits. actives 1% (n = 290,000). NOD1-driven NF-kB luciferase reporter cells, luminescence; higher % means a stronger effect; in the data active means inhibition mostly above about 36%, no sharp cut-off; inactive means mostly below about 34%;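 further: HEK-293T reporter cells stimulated with the NOD1 agonist gamma-tri-DAP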
NS5 inhibitors: Dengue-2 NS5 methyltransferase inhibitors, primary screen, biochemical, confirmation dose response (AID 588689). Dengue-2 NS5 methyltransferase capping enzyme assay, biochemical; higher % means a stronger effect. inhibition, % at 25 µM, or IC50 in µM where a hit was titrated. actives 0.3% (n = 340,000); in the data active means a potency from the dose series; inconclusive means inhibition above about 29% without an active follow-up result
GPR55 beta-arrestin: selective activators of receptor GPR55 – imaging, U2OS cells, beta-arrestin-GFP redistribution, primary screen (AID 1961). U2OS GPR55 beta-arrestin-GFP redistribution imaging; higher % means a stronger effect. one-dose activation, % at 10 µM; EC50 in µM for titrated hits. actives 0.048% (n = 290,000);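 active means activation above 40% with more than 50 cells counted in the well; inconclusive means wells holding fewer than 50 cells, flagged as toxic or sparse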;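 further: U2OS osteosarcoma cells stably expressing GPR55 and beta-arrestin-GFP; plate controls were DMSO negative control for no effect and LPI positive control for full effect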
GPR55 LPI antagonism: inhibition of LPI-stimulated GPR55 beta-arrestin translocation – imaging, U2OS, beta-arrestin-GFP, LPI agonist, primary screen (AID 2013); U2OS GPR55 beta-arrestin-GFP translocation imaging, LPI antagonism; higher % means a stronger effect; inhibition, % at 10 µM; hits with a dose series show IC50 in µM; actives 0.13% (n = 290,000);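 active means spots per cell inhibited over 60%, with over 100 cells counted and total cytoplasm intensity under 500,000; inconclusive means wells with under 100 cells, flagged as likely toxic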;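 further: U2OS cells stably carrying GPR55 and arrestin-GFP stimulated by 5 µM LPI near EC80; imaged beta-arrestin-GFP aggregate spots per cell after agonist stimulation; plate controls were LPI-stimulated DMSO wells for no effect and DMSO wells without LPI for full effect; some results filed as inactive read as strong as hits; confirmed hits need IC50 under 10 µM and bright autofluorescent wells are also inconclusive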
KOR beta-arrestin-2: kappa opioid receptor activators – cell-based, luminescence, uHTS, primary screen (AID 1777); actives 0.02% (n = 280,000); activation, % at 10 µM, or EC50 in µM where a hit was titrated; KOR beta-arrestin recruitment, luminescence; higher % means a stronger effect; in the data active means activation above about 50%, passing the limit was not always enough; further: a part of the inactive calls stands beside numbers as strong as those of hits
West Nile virus CPE: inhibition of WNV-induced cytopathic effect – cell-based, CPE readout (AID 1621) | West Nile virus-infected cells, CPE inhibition; higher % means a stronger effect | CPE inhibition, % at 10 µM, or IC50 in µM where a hit was titrated | actives 0.02% (n = 290,000); in the data active means a potency from the dose series; inconclusive means CPE inhibition mostly from about 3.7% at the one dose, without a potency; inactive means the rest, 99 in 100 with CPE inhibition below about 2.2%; further: strong numbers were not always called active
HIV peptide binding: cell-free HIV fusion peptide-binding blockers – biochemical, uHTS, fluorescence dequenching, primary screen (AID 1986); cell-free peptide binding, fluorescence dequenching, 30 min; higher % means a stronger effect; inhibition, % at 20 µM, or IC50 in µM where a hit was titrated; actives 0.3% (n = 290,000); in the data active means inhibition mostly above about 52%, no sharp cut-off; inactive means mostly below about 76%; further: some results filed as inactive read as strong as hits
GPR35 antagonists: GPR35 antagonists blocking zaprinast-driven arrestin recruitment, primary screen, imaging, U2OS, beta-arrestin-GFP, zaprinast agonist (AID 2058). U2OS GPR35 beta-arrestin-GFP translocation imaging, zaprinast antagonism; higher % means a stronger effect. inhibition, % at 10 µM; hits with a dose series show IC50 in µM. actives 0.052% (n = 290,000);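 active means inhibition of at least 50% with at least 30 cells and total cytoplasm GFP at most 10,000,000; inconclusive means under 30 cells or total GFP of 10,000,000 plus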
NS5 inhibitors pilot replicate: also measured in NS5 inhibitors; calls as there; inhibition, %; measured here: pilot screen replicate inhibition
* = called active by the depositor; ? = inconclusive; . = not tested or not shown; [ ] = dose if it differs, or a comment. The list is partial, so the mix of outcomes need not match the whole.

SMILES | KOR beta-arrestin-1 | NOD1 inhibition | NS5 inhibitors | GPR55 beta-arrestin | GPR55 LPI antagonism | KOR beta-arrestin-2 | West Nile virus CPE | HIV peptide binding | GPR35 antagonists | others
O=C(Nc1cccc(Cl)c1)ON=C1c2ccccc2-c2ccccc21 | -72% | . | -1% | -0.2% | -19% | 2.8% | -0.5% | -3.8% | 11%
Cc1n[nH]c(C)c1Sc1ccccc1N=Cc1cc(Cl)cc([N+](=O)[O-])c1O | -9% | 28% | ? | -0.1% | 15% | 3.4% | -1.2% | -2.4% | -2%
O=C(CCC1CCCCC1)Nc1c2c(nn1-c1ccc(F)cc1)CS(=O)(=O)C2 | -37% | . | 3% | -0.1% | -4% | 8.0% | -0.5% | -2.6% | -1%
COc1ccc(OCC(=O)Nc2ccc(N3CCN(Cc4ccccc4F)CC3)cc2)cc1 | 1% | -5% | -1% | -0.1% | 12% | -7.2% | -0.9% | -0.9% | -5%
Cc1nc(COC(=O)c2c(C)nn(-c3ccccc3)c2C)cs1 | 33% | -30% | -3% | 0.3% | -1% | 13% | -0.2% | -1.8% | -6%
CCOc1ccc(NC2CCCCC2NS(=O)(=O)c2ccccc2)cc1 (centres undefined) | -8% | -25% | -8% | -0.2% | 12% | 2.2% | -0.6% | 0.0% | 3%
Cc1cc(NC(=O)COC(=O)c2cc(S(=O)(=O)N3CCOCC3)ccc2N2CCCCC2)no1 | -9% | -4% | 3% | -0.1% | 10% | -5.1% | 0.9% | 0.4% | -16%
CCOC(=O)C1CCN(C(=O)Cn2nc(C)n3c(cc4cc(C)ccc43)c2=O)CC1 | -4% | -3% | -3% | -0.1% | -13% | 2.6% | 1.2% | -0.5% | -11%
CCNC(=S)N(Cc1c(C)noc1C)c1ccccc1 | -14% | -6% | -10% | -0.4% | -10% | -2.3% | -1.2% | -2.2% | 4%
O=C(OCC1OC(n2ccc(=O)[nH]c2=O)C(Cl)C1O)c1ccccc1 (centres undefined) | -4% | -9% | -1% | 0.0% | 5% | -1.4% | -0.1% | -0.2% | 9%
COc1cccc(Oc2nnnn2-c2ccccc2)c1 | 15% | -33% | -2% | 0.0% | 15% | -0.7% | 0.2% | 0.0% | 0% | NS5 inhibitors pilot replicate=0.3
Cc1ccc(-n2[nH]c(C)c(C=Nc3ccc4[nH]c(=O)[nH]c4c3)c2=O)cc1 | -3% | -20% | 6% | -0.3% | 6% | 2.2% | -0.3% | 8.1% | -18%
COc1cc(C(=O)Oc2cc(C)cc(C)c2)cc(OC)c1OC | -7% | -18% | -3% | 0.1% | -10% | -4.3% | 0.0% | 2.5% | 7%
Cc1ccccc1-c1nc2c3ccccc3nc(=S)n2[nH]1 | 14% | -10% | 4% | 0.6% | 3% | 6.4% | -0.3% | 4.3% | -1%
O=C(c1ccco1)N1CCN(C(c2ccccc2Cl)c2nnnn2CC2CCCO2)CC1 (centres undefined) | 3% | 3% | -2% | -0.3% | 0% | -0.9% | -0.2% | -2.7% | -17%
O=C(COc1ccc(F)cc1)OCCN1CCOCC1 | -5% | 1% | -2% | -0.1% | 4% | 3.5% | 1.3% | -0.4% | 4%
CC(=O)Nc1sc2c(c1C(c1ccccn1)N1CCCC1)CCCC2 (centres undefined) | 9% | -13% | -2% | 0.2% | 9% | -2.1% | -0.6% | 3.6% | 6%
O=C(c1ccco1)N1CCC(n2nnc3ccccc32)CC1 | -31% | -8% | 11% | -0.1% | -28% | 4.7% | 0.7% | 0.3% | -2%
Cc1cccc(S(=O)(=O)Nc2ccc(-c3cn4ccccc4n3)cc2)c1 | -32% | -6% | -3% | 0.5% | 5% | -3.1% | -0.8% | -3.1% | -4%
O=C(Cc1cccs1)Nc1cccc(C(=O)Nc2ccco2)c1 | 23% | -34% | 4% | 0.3% | 3% | -2.5% | -0.2% | 1.1% | 2%

A run of entries from further up, for reference:
SMILES | KOR beta-arrestin-1 | NOD1 inhibition | NS5 inhibitors | GPR55 beta-arrestin | GPR55 LPI antagonism | KOR beta-arrestin-2 | West Nile virus CPE | HIV peptide binding | GPR35 antagonists | others
Cc1cccc(S(=O)(=O)Nc2ccc(-c3cn4ccccc4n3)cc2)c1 | -32% | -6% | -3% | 0.5% | 5% | -3.1% | -0.8% | -3.1% | -4%
O=C(Cc1cccs1)Nc1cccc(C(=O)Nc2ccco2)c1 | 23% | -34% | 4% | 0.3% | 3% | -2.5% | -0.2% | 1.1% | 2%

Other records
SMILES | KOR beta-arrestin-1 | NOD1 inhibition | NS5 inhibitors | GPR55 beta-arrestin | GPR55 LPI antagonism | KOR beta-arrestin-2 | West Nile virus CPE | HIV peptide binding | GPR35 antagonists | others
Cc1cccc(C)c1OCC(O)CN (centres undefined) | 19% | 5% | 0% | 0.7% | 3% | 7.5% | 0.8% | -3.5% | 0%
Cc1sc2ncnc(NCC(c3ccco3)N3CCCC3)c2c1C (centres undefined) | -25% | 33% | -4% | 0.3% | 15% | 6.0% | -0.7% | -3.1% | 12%
O=C(O)C1(c2ccccc2)CCN(S(=O)(=O)c2ccc(Br)cc2)CC1 | -19%[20 µM] | 31% | -1% | -0.2% | 11% | 5.2% | -0.1% | 1.5% | 9%
NS(=O)(=O)c1cccc(NC(=O)COC(=O)Cc2ccc(Cl)cc2)c1 | 9% | -35% | 2% | -0.2% | -4% | -3.9% | -0.2% | 28% | -18%
COc1ccc(C)cc1NC(=O)CN(c1ccc(C)cc1)S(C)(=O)=O | -48%[20 µM] | 20% | -5% | 0.2% | -14% | -4.3% | -0.8% | -0.5% | -10%
CCC(CC)C(=O)Nc1cc(Cl)ccc1C | -14% | -19% | . | 1.4% | 5% | -2.8% | -0.5% | -1.4% | 3%
COc1ccc2c(c1OC)C(=O)OC2Nc1nc(-c2ccc([N+](=O)[O-])cc2)cs1 (centres undefined) | 16% | -2% | -12% | -0.1% | 1% | -3.0% | -0.3% | 0.1% | -1%
COc1ccc(-n2nc(C(=O)NCC(=O)Nc3cc(OC)c(OC)c(OC)c3)c3ccccc3c2=O)cc1 | 10% | 12% | -8% | -0.2% | 0% | -0.8% | 2.1% | 1.0% | 15%
Nc1ncnc(Nc2ccccc2C(F)(F)F)n1 | 28% | -26% | -1% | -0.4% | 0% | -2.2% | 0.2% | -2.0% | -12%
CCOC(=O)C1CCN(C(=O)Nc2c(-c3ccccc3)noc2C)CC1 | 2% | -5% | 7% | -0.2% | -7% | -0.4% | -0.1% | -0.6% | -4%
CCOP(=O)(OCC)C(NC(=O)Nc1ccc(Cl)c(Cl)c1)c1ccccc1 (centres undefined) | -6% | -22% | 2% | 0.0% | 8% | -0.5% | -1.1% | 1.7% | 0%
Cc1ccc(-c2nc3cnccn3c2Nc2c(C)cccc2C)o1 | -1% | 71%* | -15% | 0.3% | -10% | -4.7% | -0.4% | -2.2% | 6%
Cc1ccc(NS(=O)(=O)c2ccc3c(c2)N(C)CCO3)cc1 | 6% | 10% | -3% | -0.1% | 5% | -1.4% | -0.7% | 0.8% | 8%
CCOC(=O)c1cnc(SCC(C)C)nc1N | -13% | 0% | -5% | 0.2% | -4% | 4.6% | 1.5% | -1.1% | 10%
COc1ccc(-n2c(=O)c3ccccc3n(Cc3cccc(C)c3)c2=O)cc1OC | 40% | 35% | -11% | -0.7% | -4% | -8.5% | -0.8% | -2.3% | -4%
O=C(Cc1cn2ccsc2n1)OCc1ccccc1 | 5% | -28% | . | 0.3% | -2% | . | -0.2% | -1.3% | 3%
CCCc1nc2ccccc2c(C(=O)O)c1CC | 8% | -4% | -17% | -0.1% | 0% | -0.7% | . | 2.2% | 10%
CN(C)c1ccc(CNC(=O)CN(C)S(=O)(=O)c2cccc3cccnc23)cc1 | 35% | -16% | -1% | -0.1% | -5% | -9.1% | 2.4% | -0.8% | -9%
COc1ccccc1NC(=O)c1ccc2c(c1)nnn2C | 7%[20 µM] | -30% | -15% | -0.1% | 8% | . | -0.5% | -0.9% | -1%
O=C(Cn1nnc(-c2ccccc2-n2cnnn2)n1)NCc1ccccc1 | -75% | 5% | -6% | 0.2% | 4% | 0.6% | -0.5% | -1.5% | 4%
O=C1CC(Nc2ccc(N3CCOCC3)cc2)C(=O)N1C1CCCCC1 (centres undefined) | -26% | -9% | 19% | 0.1% | -10% | 11% | 0.4% | 8.8% | 3%
CCCCSc1nnc(CSc2ncccn2)n1C | -8% | -14% | 1% | -0.4% | 16% | -4.1% | 0.5% | -3.0% | 1%
Nc1nnnn1/N=C/c1ccco1 | -23% | -2% | -2% | -0.1% | 5% | -2.9% | -0.2% | 2.0% | -13%
Cc1cccc(NC(=S)NCCCN2CCOCC2)c1 | . | -25% | -5% | -0.2% | 2% | 0.5% | 0.1% | 0.0% | 6%
COc1ccc(-c2nnc(SCC(=O)N(C)C3CCS(=O)(=O)C3)n2N)cc1OC (centres undefined) | -11% | 5% | -6% | 1.9% | 9% | -7.5% | 0.5% | 0.0% | 4%
CCc1nc(SCCO)c2oc3ccccc3c2n1 | 25% | -5% | 1% | -0.2% | -4% | -5.6% | 0.1% | -1.1% | -1%
Cc1ccc(Nc2nnc(SCn3nnc4ccccc4c3=O)s2)cc1 | 20% | 16% | -1% | -0.1% | 0% | -2.1% | 0.1% | -1.3% | 3%
CCOC(=O)c1cc(C#N)c(SCC(N)=O)[nH]c1=O | 16% | -10% | -25% | 0.4% | 4% | 2.3% | 0.0% | 20% | -5%
CCC(=O)NC(c1cccc([N+](=O)[O-])c1)c1c(OC(C)=O)ccc2ccccc12 (centres undefined) | 27% | -17% | 8% | -0.2% | 13% | 5.9% | 0.0% | 1.2% | 0%
CCc1nn(C(C)C(=O)N2CCc3ccccc3C2)c(=O)c2cc3occc3n12 (centres undefined) | -1% | -12% | 7% | 0.2% | -5% | -2.8% | 0.2% | 0.8% | -1%
COc1ccc(CC(=O)NCc2cccs2)cc1OC | -4% | -2% | 2% | -0.1% | -2% | 1.6% | 0.8% | 7.6% | -5%
CCOC(=O)c1c(C)[nH]c(C(=O)CN2C(=O)C(=O)N(CC(C)C)C2=O)c1C | 2% | -27% | 1% | 0.2% | 14% | -3.1% | -0.8% | -1.4% | 13%
Cc1cc(C(=O)Nc2ccc(Nc3ccccc3)cc2)ccc1[N+](=O)[O-] | 11%[20 µM] | -16% | -3% | 0.4% | 0% | -0.5% | -1.5% | -4.1% | 2%
FC(F)(F)c1cccc(N2CCN(C(=S)NC3CCCCC3)CC2)c1 | 3% | 28% | -6% | -0.3% | 4% | -3.1% | 0.4% | -1.4% | 1%
COc1cc(CN(C(=S)NCC(=O)NC2CCCC2)C2CCCC2)cc(OC)c1OC | 29% | -24% | 1% | -0.2% | -2% | 0.9% | -0.6% | -2.8% | 5%

Compound activity as filed in PubChem BioAssay.
